Bioassay records from PubChem.
NPYLR7 ag: activates Aedes aegypti NPYLR7 receptor; activation, % at 10 µM; HEK293T NPYLR7/Galpha15, GCaMP6s calcium fluorescence; 270,000 compounds, 0.15% hits; AID 1259423; in the data active = activation above about 40%;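 note: 0% = vehicle and 100% = reference agonist at the receptor; some compounds past the cut are filed as inactive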
mcGAS lum: mouse cGAS inhibition by luminescence; Q8C6L5; recombinant cGAS, Kinase-Glo ATP depletion luminescence; inhibition, % at 12.5 µM; 160,000 compounds, 0.15% hits; AID 1259399;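 note: 0% = negative control wells and 100% = reference inhibitor with no enzyme activity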
hcGAS inh: blocks human cGAS activity. Q8N884. recombinant h-cGAS, ATP depletion, Kinase-Glo luminescence. inhibition, % at 12.5 µM. 290,000 compounds, 0.081% hits. AID 1259398;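 note: 0% = vehicle reaction and 100% = reaction without DNA for no activity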
Target sequence (Q8N884 whole entry, looked up): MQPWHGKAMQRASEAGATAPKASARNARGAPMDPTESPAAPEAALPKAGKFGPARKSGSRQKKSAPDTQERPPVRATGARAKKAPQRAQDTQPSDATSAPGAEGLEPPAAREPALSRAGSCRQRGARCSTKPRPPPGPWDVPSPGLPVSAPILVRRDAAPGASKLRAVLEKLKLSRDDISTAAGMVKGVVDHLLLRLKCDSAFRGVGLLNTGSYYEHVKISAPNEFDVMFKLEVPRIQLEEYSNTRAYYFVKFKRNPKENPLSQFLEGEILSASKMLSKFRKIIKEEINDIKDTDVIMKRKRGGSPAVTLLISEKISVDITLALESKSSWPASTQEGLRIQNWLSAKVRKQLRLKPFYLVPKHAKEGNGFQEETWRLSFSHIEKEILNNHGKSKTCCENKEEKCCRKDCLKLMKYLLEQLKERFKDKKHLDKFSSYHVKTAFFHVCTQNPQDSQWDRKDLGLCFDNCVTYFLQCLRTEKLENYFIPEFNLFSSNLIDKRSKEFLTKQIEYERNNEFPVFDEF
The depositor's hits bear a star; . = no result given; & = joins results of further samples. Cut-off read from the data, not from the text of the source, unless noted: active = inhibition above about 40%; inactive = the rest.

SMILES | NPYLR7 ag | mcGAS lum | hcGAS inh
CCCn1cnnc1CNC(=O)C1CCC(=O)N(CCc2ccc(OC)cc2)C1 (stereo not given) | 2 | . | -7
C=CCNC(=O)C(NC(=O)c1cccs1)C1CCN(S(=O)(=O)c2ccc(OC)cc2)CC1 (stereo not given) | -10 | 0 | 1
CC(C)CCNC(=O)CSc1nccn(-c2ccc(F)c(F)c2)c1=O | 0 | -7 | -11
CC(=O)OC(C)(C)C(=O)N1CCN(c2nc3nccc(-c4cccnc4)n3n2)CC1 | 5 | -5 | -4
Cc1ccc2c(c1)N(Cc1ccc(C(=O)NC(C)C)o1)C(=O)CO2 | -3 | . | -16
C=CCN(Cc1nccn1Cc1cccc(Cl)c1)C(=O)c1ccco1 | -6 | -5 | -5
COc1cccc(OCC(=O)N2CCC(CC(C)C)C2)c1 (stereo not given) | 9 | . | -5
CCc1cc2c(=O)n(Cc3ccco3)c(SCC(=O)c3ccccc3)nc2s1 | 8 | -4 | 0
Cc1ccc(S(=O)(=O)N(c2c(C)cccc2C)C(F)F)cc1 | 8 | . | -8
COc1ccc(N2C(=O)CN(CCC3=CCCCC3)C3CS(=O)(=O)CC32)cc1Cl (stereo not given) | 0 | . | -10
COc1ccccc1OCC1CN(C(=O)c2cccc(C(C)C#N)c2)CCO1 (stereo not given) | 19 | . | -4
CC(Cl)C(=O)N1CCc2nc(-c3ccccc3)nc(N3CCCCC3)c2C1 (stereo not given) | -5 | -4 | -6
NS(=O)(=O)c1ccc(CCN2CC(=O)N(c3ccccc3)C3CS(=O)(=O)CC32)cc1 (stereo not given) | 3 | . | -7
Cc1c(S(=O)(=O)NCc2ccccc2)c(=O)n(C)c(=O)n1C | 2 | -6 | -2
O=C(O)c1cc(Br)cc(S(=O)(=O)NCc2cccnc2)c1 | 4 | -18 | -2
C=C1c2ccccc2C(=O)N1C(C)C(=O)N(C)Cc1ccccc1O (stereo not given) | 4 | . | -6
CC1Cc2cc(C(=O)CN3C(=O)NC(C)(c4ccc(C(C)(C)C)cc4)C3=O)ccc2N1S(C)(=O)=O (stereo not given) | 1 | . | -8
COc1ccccc1Nc1nc2c(S(=O)(=O)c3ccc(C)cc3)nnn2c2ccsc12 | 9 | -7 | -11
CCn1cc(CN(C)c2nc(C)cc(C3CCC3)n2)cn1 | -1 | . | -4
Cc1ccc2nc(NC(=O)CSc3nnc(-c4ccc(=O)n(C)c4)n3C)sc2c1 | 5 | . | -13

Two successive records from above, quoted:
SMILES | NPYLR7 ag | mcGAS lum | hcGAS inh
CCCn1cnnc1CNC(=O)C1CCC(=O)N(CCc2ccc(OC)cc2)C1 (stereo not given) | 2 | . | -7
C=CCNC(=O)C(NC(=O)c1cccs1)C1CCN(S(=O)(=O)c2ccc(OC)cc2)CC1 (stereo not given) | -10 | 0 | 1

Other compounds follow:
SMILES | NPYLR7 ag | mcGAS lum | hcGAS inh
CC(C)COC1(c2ccccc2)OC(=O)c2ccccc21 (stereo not given) | -2 | -2 | -1
O=c1oc2ccccc2c(N2CCCC2)c1[N+](=O)[O-] | -3 | -1 | -7
Nc1ccccc1C1SCC(=O)N1c1ccc2c(c1)OCO2 (stereo not given) | 13 | . | -6
Cc1ccc(CN(Cc2ccc(F)cc2)C(=O)CN(C(=O)C2CCCC2)C2CC2)s1 | -15 | 0 | -3
Cc1sc2ncnc(OCC(=O)NCCC(C)C)c2c1C | -3 | . | 4
O=C(NC(C(=O)N1CCOCC1)C1CCN(C(=O)Cc2ccccc2)CC1)c1cccs1 (stereo not given) | 6 | -6 | -7
CCn1nc(C)c(NC(=O)CNCc2ccc(OC)c(F)c2F)c1C | 11 | -5 | -1
CCCN(C1=NC2CS(=O)(=O)CC2S1)c1ccccc1 (stereo not given) | 0 | -3 | -2
O=C(c1cc(C2CC2)on1)N(Cc1ccco1)Cc1ccco1 | 6 | . | -15
Cc1ccccc1-c1noc(-c2nnn(-c3ccccc3Cl)c2C)n1 | 1 | -8 | -4
O=c1[nH]c(CN(CCN2CCOCC2)CC(O)Cc2ccccc2)nc2scc(-c3ccccc3)c12 (stereo not given) | -10 | 0 | -1
COc1ccc(C2Nc3ccccc3C(=O)N2Cc2ccco2)c(OC)c1OC (stereo not given) | -15 | -1 | 0
NCC1CCN(C(=O)c2ccc(NCc3ccncc3)cc2)C1 (stereo not given) | 4 | . | -3
CCc1nccn1CC(=O)N1CCCC(CCc2cccc(C(F)(F)F)c2)C1 (stereo not given) | 4 | -11 | -4
O=C(Nc1cc(=O)c2ccccc2o1)N1CCCCC1 | -4 | -3 | -2
Cc1ccc(C2(O)CCN(C(=O)CC3C=CS(=O)(=O)C3)CC2)nc1 (stereo not given) | 3 | . | -5
O=c1oc2c(c(O)c1-c1ccccc1)-c1ccccc1CC2 | 4 | . | 1
CC(C)n1c(-c2ccc(C(=O)N3CCN(C)CC3)cc2)nc2ccccc21 | 1 | . | -2
CCCOc1ccc(N2C(=O)CC(Nc3ccc(NC(C)=O)cc3)C2=O)cc1 (stereo not given) | 2 | -5 | -4
COC(=O)n1cnc2c(=O)[nH]cnc21 | -12 | . | -4
O=C1COc2ccc(CC(=O)N3CCC4(CCCO4)CC3)cc2N1 | 5 | -8 | -3
N#CCCN(CC1CCCO1)C(=O)c1ccc(N2CCCC2c2ccccc2)nc1 (stereo not given) | 3 | . | 4
O=C(CSc1n[nH]c(=O)n1C1CC1)NCCSc1ccccc1 | 12 | . | -9
CCOC(=O)[C@H](CC(C)C)N1CC[C@@]2(CCCN2CC(=O)Nc2ccc3c(c2)CCC3)C1=O | 3 | . | 2
CCc1cc(N2CCN(C/C=C/c3ccccc3)CC2)nc(SCc2ccc(C(=O)NCCc3ccccn3)o2)n1 | -4 | -4 | -5
CC1(C)CCCC2(C)C1CCC1(C)OC(=O)CC12 (stereo not given) | -1 | 0 | 4
CN(CCN(C)c1ccccn1)c1ccccn1 | 5 | . | -4
Cc1cc(C(O)C(F)(F)F)c(C)n1CCC(C)C (stereo not given) | 12&2 | . | -5&-1
CC(C)(C)OC(=O)N1CCC(Oc2ccc(NC(=O)C3=Cc4cc(Cl)ccc4OC3)cc2)C1 (stereo not given) | -19 | -3 | -5
CCCC(C)c1nc(N2CCN(C(=O)COc3ccccc3)CC2)c2cnn(-c3ccccc3)c2n1 (stereo not given) | 7 | -5 | -3
O=C(O)CN1C(=O)/C(=C\c2ccccn2)SC1=S | -6 | 1 | 3
CN=C1SC(C(=O)Nc2ccc(C(=O)OC)cc2)CC(=O)N1C (stereo not given) | -8 | -6 | -7
O=C(CN1C(=O)COc2ccccc21)NCC(=O)Nc1cc(Cl)ccc1Cl | 4 | . | -4
Cc1ccc(OCCn2cncn2)nc1 | 0 | -17 | -6
CCn1c(C2CCCN(Cc3cccn3-c3ccccn3)C2)n[nH]c1=O (stereo not given) | 8 | . | -5
Cc1ccc(NC(=O)COC(=O)c2ccccc2OCC(=O)N(C)C)cc1 | -2 | . | -11
CC(C)(C)OC(=O)N1CCCCC1CNC(=O)CNC(=O)c1ccoc1 (stereo not given) | 11 | . | -14
O=C(c1cc(=O)c2ccccc2[nH]1)N(Cc1ccccn1)CC1CCCO1 (stereo not given) | 9 | . | -4
O=C(Nc1nc2ncccc2cc1-c1ccccc1)C1CCCC1 | 1 | -9 | -5
CC1CN(C2CCN(CC(=O)Nc3ccc(F)cc3)CC2)CCO1 (stereo not given) | 5 | . | -8
Cc1cccc(CC(=O)Nc2ccc(-c3ccc(=O)n(C)n3)cc2)c1 | -1 | -9 | -9
CCCC(=O)N1N=C(c2ccc(C)cc2)CC1c1ccc2nccnc2c1 (stereo not given) | 1 | -6 | -5
CCOC(=O)C1(CCOc2ccccc2)CCCN(C(=O)CN2CCCCC2=O)C1 (stereo not given) | 11 | . | -7
Cc1cc2nc(-c3ccccc3)c(N3CCCN(C(=O)N4CCOCC4)CC3)nc2cc1C | 15 | . | -8
Cc1ccccc1Cn1cc(C(=O)N(C)Cc2ccc(Oc3ccccc3)cc2)nn1 | 6 | -9 | -6
COc1cn(CC(=O)NCC2CCCO2)c(CSc2nc(C)cc(C)n2)cc1=O (stereo not given) | -4 | 3 | -1
COc1ccc(OC)c(S(=O)(=O)NC(c2ccc(SC)cc2)c2cccc(Cl)c2Cl)c1 (stereo not given) | -4 | -1 | -2
O=C1NC2(CCN(C(=O)CCl)CC2)Nc2cccc(F)c21 | 17 | -9 | -5
COc1ccc(S(=O)(=O)N(C(=O)C2CCCCC2)c2ccc3oc(C)c(C(C)=O)c3c2)cc1 | -5 | 3 | -3
Cc1onc(-c2ccccc2)c1C(=O)NC12CC3CC(CC(C3)C1)C2 | 4 | -3 | -6
O=C(OCc1ccc(F)cc1)C1CC2CCCC(C1)C21SCCS1 (stereo not given) | 2 | . | 4
CCn1nccc1C(=O)Nc1nccs1 | 5 | -10 | -8
Cc1ccc(NC(=O)C(C)Sc2nnc(N3CCC(C)CC3)n2C2CC2)cc1 (stereo not given) | -8 | . | 0
CCc1[nH]c2c(CNC(=O)C3=NNC(=O)CC3)cc(C)cc2c1C | . | -12 | -5
Cc1nnsc1CN1CCC(=O)N(Cc2ccc(F)cc2)C(C(C)C)C1 (stereo not given) | . | -10 | 1
COc1cc2nccc(Oc3ccc(NC(=O)Nc4ccc(F)cc4F)c(F)c3)c2cc1OC | 2 | . | -1
CC1Oc2ccccc2OC1C(=O)N1CC2CC3CC(C2)CC1C3 (stereo not given) | 0 | -11 | -5
O=C1C[C@H]2CC[C@@H](CN1)N2C(=O)c1ccno1 | -4 | . | -6
Cc1cccc2c1NC1(CCN(C(=O)C(C)(C)CCl)CC1)NC2=O | 12 | -7 | -7
Cc1ccc(-c2nc(C(=O)O)cs2)n1C | 0 | . | -7
(list continues)
SMILES | NPYLR7 ag | mcGAS lum | hcGAS inh
CC1CN(C(=O)Cn2cnc3c(nnn3-c3ccc(Br)cc3)c2=O)CC(C)O1 (stereo not given) | 1 | -6 | -3
O=C([C@@H]1CC(F)(F)CN1)N1CCc2c(nc(-c3ccccc3)[nH]c2=O)C1 | -1 | -9 | -5
CC(NC(=O)Cc1nc2ccccc2[nH]1)c1ccc(O)c(F)c1 (stereo not given) | -2 | . | -3
COc1ccc(/C=C2\C=C(c3ccccc3)N(c3ccccc3Cl)C2=O)cc1Br | -2 | -6 | -4
COC(=O)c1c(C)cccc1S(=O)(=O)N1CCCC(c2nncn2C)C1 (stereo not given) | -3 | . | -6
O=C(CCC1CCCC1)N1CCC(n2cnc3cc(C(F)(F)F)ccc32)CC1 | 3 | -3 | 3
Nc1nnc(-c2ccc(Br)cc2)s1 | 0 | -4 | -7
CC(=O)N1CCc2c(nc(N(C)C)nc2N(C)Cc2ncc[nH]2)C1 | 8 | . | -2
N#CCc1cc(-c2ccc(Cl)cc2)on1 | 3 | . | -8
Cc1nn(C)cc1CNC(=O)CCc1ccccc1 | 0 | . | -13
COc1ccc(CCNCC(O)Cn2c3ccccc3c3ccccc32)cc1OC (stereo not given) | 14 | 1 | 2
Cc1cc(C)c(CNC(C)c2cnc(-c3ccncc3)nc2C)cc1C (stereo not given) | 6 | . | -7
FC(F)c1cc(C(F)F)n2nccc2n1 | -2 | . | -5
Oc1[nH]c2c(Br)cc(Br)cc2c1N=Nc1ccc(C(F)(F)F)cn1 | -1 | . | 0
CC(=O)Nc1nnc(-c2cc(C)n(C)n2)o1 | -8 | -7 | 0
CC1CN(c2ccc(Nc3nc4ccccc4o3)cn2)CC(C)O1 (stereo not given) | 8 | -17 | -7
C=C(Br)CNC(=O)c1cnn(-c2ccccn2)c1CC | -1 | -6 | -16

As a short view, 18 of the compounds above:
SMILES | NPYLR7 ag | mcGAS lum | hcGAS inh
CC1Oc2ccccc2OC1C(=O)N1CC2CC3CC(C2)CC1C3 (stereo not given) | 0 | -11 | -5
O=C1C[C@H]2CC[C@@H](CN1)N2C(=O)c1ccno1 | -4 | . | -6
Cc1cccc2c1NC1(CCN(C(=O)C(C)(C)CCl)CC1)NC2=O | 12 | -7 | -7
Cc1ccc(-c2nc(C(=O)O)cs2)n1C | 0 | . | -7
CC1CN(C(=O)Cn2cnc3c(nnn3-c3ccc(Br)cc3)c2=O)CC(C)O1 (stereo not given) | 1 | -6 | -3
O=C([C@@H]1CC(F)(F)CN1)N1CCc2c(nc(-c3ccccc3)[nH]c2=O)C1 | -1 | -9 | -5
CC(NC(=O)Cc1nc2ccccc2[nH]1)c1ccc(O)c(F)c1 (stereo not given) | -2 | . | -3
COc1ccc(/C=C2\C=C(c3ccccc3)N(c3ccccc3Cl)C2=O)cc1Br | -2 | -6 | -4
COC(=O)c1c(C)cccc1S(=O)(=O)N1CCCC(c2nncn2C)C1 (stereo not given) | -3 | . | -6
O=C(CCC1CCCC1)N1CCC(n2cnc3cc(C(F)(F)F)ccc32)CC1 | 3 | -3 | 3
Nc1nnc(-c2ccc(Br)cc2)s1 | 0 | -4 | -7
CC(=O)N1CCc2c(nc(N(C)C)nc2N(C)Cc2ncc[nH]2)C1 | 8 | . | -2
N#CCc1cc(-c2ccc(Cl)cc2)on1 | 3 | . | -8
Cc1nn(C)cc1CNC(=O)CCc1ccccc1 | 0 | . | -13
COc1ccc(CCNCC(O)Cn2c3ccccc3c3ccccc32)cc1OC (stereo not given) | 14 | 1 | 2
Cc1cc(C)c(CNC(C)c2cnc(-c3ccncc3)nc2C)cc1C (stereo not given) | 6 | . | -7
FC(F)c1cc(C(F)F)n2nccc2n1 | -2 | . | -5
Oc1[nH]c2c(Br)cc(Br)cc2c1N=Nc1ccc(C(F)(F)F)cn1 | -1 | . | 0
